Screening data as filed in PubChem.
RXFP1 antag – RXFP1 (human) relaxin receptor antagonism; Q9HBX9; HEK293-RXFP1, relaxin-stimulated cAMP HTRF, 30 min; hits give low values; activity change, negative = inhibition, % at 57.5 µM; 0.59% of 350,000 active; AID 1259400;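 active means activity change of -60% or lower, but not beyond a set lower limit; inconclusive means change between -60% and -40%, or beyond the set limit; inactive means change above -40%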; further: on the % scale 0 is the no-effect control and ±100 the full control effect
Pol kappa inh – blocks human DNA polymerase kappa activity; Potency, µM (titrated, usually from 107 µM), without a hit: at the top dose activity, negative = inhibition, most hits filed as inhibitors; purified Pol kappa, fluorescent DNA synthesis assay, 10 min; AID 588579; 0.53% of 400,000 active; further: potency means the concentration at half of the fitted maximal effect; on the % scale 0 is the no-effect control and ±100 the full control effect
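Inhibition of 10 nM Pol kappa is measured by a fluorescent read-out at 0 and 10 min following addition of 50 nM substrate (final), with a 15-min room-temperature compound preincubation.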
Pol beta inh – inhibitors of human DNA polymerase beta. P06746. Pol beta primer extension/strand displacement, fluorescence kinetic. Potency, µM (highest dose often 114 µM), inactives show top-dose activity change, negative = inhibition, usual class: inhibitors. 1.3% of 340,000 active; further: potency means the concentration at half of the fitted maximal effect; on the % scale 0 is the no-effect control and ±100 the full control effect
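10 nM enzyme + cpd, 15 min RT; start with substrate 50 nM final; read 0 min and after 10 min RT. Corrected, normalized data; 4-parameter Hill curve fit.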
BLM helicase inh – inhibitors of human Bloom syndrome helicase BLM; P54132; recombinant BLM DNA unwinding, fluorescence dequenching; Potency, µM (series often up to 56.1 µM), without a hit: at the highest dose activity change, negative = inhibition, usual class: inhibitors; 0.2% of 350,000 active;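 further: potency means the concentration at half of the fitted maximal effect; plate controls were vehicle for no effect and no enzyme for full effect; nearly all actives have a fitted effect of over 35% in size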
Anesthetic bind – candidate novel general anesthetic via apoferritin binding; 0.074% of 350,000 active; Potency, µM (series often up to 77.5 µM), for inactives: top-dose activity change, negative = displacement, most hits filed as inhibitors; apoferritin/1-aminoanthracene competitive binding, fluorescence; AID 485281; further: potency means the concentration at half of the fitted maximal effect; on the % scale 0 is the no-effect control and ±100 the full control effect; nearly all actives have a fitted effect of over 20% in size
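Apoferritin-based anesthetic binding model; compound displacement of fluorescent 1-AMA measured as endpoint fluorescence after 10 minutes at room temperature, scaled to free-ligand and complex controls.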
POLI inh – blocks human DNA polymerase iota activity; Q9UNA4; Pol iota fluorescent replication assay, 10 min; Potency, µM (top dose mostly 115 µM), for inactives: at the top dose activity, negative = inhibition, usual class: inhibitors; 1% of 390,000 active; AID 588590; further: potency means the concentration at half of the fitted maximal effect
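Fluorescent replication assay read twice, at 0 min and 10 min after adding 50 nM (final) substrate. Enzyme (10 nM) and compounds were first incubated 15 min at room temperature; enzyme-free buffer wells were negative controls.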
PGK inhibitor – blocks T. brucei phosphoglycerate kinase; PGK/GAPDH coupled, Kinase-Glo luminescence, 60 min; 0.043% of 380,000 active; Potency, µM (doses to about 57.5 µM), without a hit: at the top dose activity change, negative = inhibition, usual class: inhibitors; P07378; further: potency means the concentration at half of the fitted maximal effect; on the % scale 0 is the no-effect control and ±100 the full control effect; nearly all actives have a fitted effect of over 60% in size
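Recombinant glycosomal PGK reaction used 1,3-bisphosphoglycerate generated in-well by GAPDH (100nM final) in 100mM TEA pH 7.6, 5mM MgCl2, 0.01% Tween-20. After 60 minutes at room temperature, ATP was read by Kinase-Glo Plus luminescence end-point.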
Pol eta inh – blocks human DNA polymerase eta activity | 1.2% of 390,000 active | Potency, µM (titrated, usually from 114 µM), for inactives: top-dose activity change, negative = inhibition, most hits filed as inhibitors | recombinant Pol eta, fluorescent DNA replication assay; further: potency means the concentration at half of the fitted maximal effect; on the % scale 0 is the no-effect control and ±100 the full control effect
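Pol eta at 10 nM preincubated with compounds 15 min at room temperature; reaction started with fluorescent substrate (50 nM final) and read kinetically at 0 and 10 min.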
APEX1 inh – blocks human APE1 abasic DNA cleavage. Potency, µM (doses to about 65.8 µM), inactives show at the top dose activity change, negative = inhibition, most hits filed as inhibitors. recombinant APE1, TAMRA/BHQ-2 abasic DNA cleavage fluorescence. P27695. 0.35% of 350,000 active;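 further: potency means the concentration at half of the fitted maximal effect; plate controls were vehicle for no effect and reference inhibitor for full effect; nearly all actives have a fitted effect of over 55% in size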
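Readout is kinetic fluorescence (ex 525, em 598 nm) from cleavage of 50 nM TAMRA/BHQ-2 THF abasic duplex by 0.75 nM APE1, compound added 15 min beforehand at RT.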
The depositor's hits bear a star; i = inactive; u = inconclusive; x = not tested or not shown; [ ] = remark or other dose. Unless noted, the call rests on the fitted dose curve; in most records, active means well fitted curve in the direction sought with a large enough effect; inconclusive means small, poorly fitted or top-dose-only effect, or another doubt; inactive means no such curve, though single readings can be large; an effect the other way counts as inactive or inconclusive. An excerpt. The share of hits here may be higher or lower than overall.

SMILES	RXFP1 antag	Pol kappa inh	Pol beta inh	BLM helicase inh	Anesthetic bind	POLI inh	PGK inhibitor	Pol eta inh	APEX1 inh
CCOC(=O)N1CCN(c2ccc(C(=O)c3cccc(F)c3)cc2)CC1	-8.9	-3.2%	-15.4%	-6.8%	-21.6%	u	4.2%	-6.1%	-0.6%
CCCCOC(=O)CSc1ncnc2sc3c(c12)CCC(C)C3 (stereo not drawn)	x	2.2%	19.6%	-7.5%	-4.0%	1.4%	-15.7%	-13.5%	x
O=C(COC(=O)c1ccc(O)cc1)NCCC1=CCCCC1	-5.2	0.2%	-3.0%	-5.7%	-19.3%	6.6%	9.0%	-4.4%	-0.1%
CCCCCCn1cnc2c(c1=O)c1nc3ccccc3nc1n2Cc1cccs1	-3.6	3.6%	23.1%	0.3%	-15.5%	-4.8%	i	-13.2%	2.3%
CC(CNC(=O)c1ccc(CSc2nc3ccncc3n2Cc2cccc(F)c2)cc1)c1ccccc1 (stereo not drawn)	-16.8	11.7%	12.9%	-6.3%	27.0%	6.7%	-6.1%	-4.6%	x
Cc1ccc(NC(=O)C=NOCC(=O)Nc2cc(C)cc(C)c2)cc1	-9.4	-15.4%	x	x	x	-6.2%	-2.3%	-11.5%	13.2%
O=C(NNS(=O)(=O)c1ccc([N+](=O)[O-])cc1)c1ccncc1	-11.0	-7.9%	1.2%	0.9%	22.6%	7.7%	1.3%	-0.3%	51.3%[activator]
COC(=O)CSc1ncc2c(n1)-c1ccccc1N(Cc1ccccc1C)S2(=O)=O	-4.0	2.9%	5.2%	-2.2%	u	5.6%	i	-21.6%	x
O=C(N/N=C/c1ccncc1)c1nc(-c2ccccc2)n2c1CCCCC2	0.0	-1.0%	14.0%	-0.3%	-20.2%	8.7%	10.2%	-8.0%	-3.7%
CCOC(=O)N1CCN(C(=O)Cn2ncc3ccccc32)CC1	x	u	20µM*	-9.9%	1.3%	u	-12.9%	u	u
O=C(CNC(=O)c1cccs1)N/N=C/c1ccco1	-0.1	4.6%	-1.5%	-6.9%	-17.9%	-2.5%	i	-8.0%	-8.1%
COc1ccc(C(=O)NC(=S)NC(C)c2ccccc2)cc1 (stereo not drawn)	-4.4	-19.2%	x	x	x	u	-3.8%	-27.3%	x
COc1cc2c(cc1OC)CN(C(=O)C1CCCN1S(=O)(=O)c1ccc(F)cc1)CC2 (stereo not drawn)	6.8	1.9%	27.1%	-6.3%	0.8%	83.2%[activator]	-1.0%	-21.4%	45.6%
CC(C)(C)CN1C(=O)C(=O)NC[C@@H]1Cc1ccc(O)cc1	x	-12.3%	14.5%	-0.1%	-1.5%	1.0%	2.3%	-16.1%	-10.6%
O=C(c1ccc([N+](=O)[O-])o1)N1CCN(c2nc3c(F)cc(F)cc3s2)CC1	-19.7	-0.3%	x	x	x	19.4%	-11.6%	-19.8%	-9.4%
O=C(O)c1cc([N+](=O)[O-])c(NCc2cccnc2)c([N+](=O)[O-])c1	-3.6	-11.5%	-25.3%	-4.4%	-2.6%	u	3.2%	0.3%	-1.0%
COc1ccc(NC(=O)c2nc[nH]c2C(=O)N[C@@H](C)c2ccccc2)cc1	x	-8.6%	0.2%	-10.9%	-12.3%	17.3%	-9.5%	-16.5%	13.3%
COc1ccc(CN2CCSc3sccc3C2=O)cc1	16.1	-6.7%	79.4µM*	-3.7%	8.4%	-15.7%	x	-2.0%	12.1%
CN(Cc1ccccc1)c1ccc(C(CC(N)=O)NC(=O)Cc2ccc(Br)cc2)cc1[N+](=O)[O-] (stereo not drawn)	x	-7.2%	-25.8%	-3.6%	u	15.1%	11.0%	-9.0%	2.6%
Cc1c(N=CC=Nc2c(C)n(C)n(-c3ccccc3)c2=O)c(=O)n(-c2ccccc2)n1C	x	x	80.7%	0.0%	-7.3%	x	x	x	-2.5%
CC(=O)Nc1ccc(C(=O)CSc2nc3ccccc3n2CC(=O)N2CCCC2)cc1	9.2	2.0%	3.8%	1.6%	-10.8%	u	-6.7%	-13.2%	1.0%
N=c1ccn2c(n1)O[C@H]1[C@@H](O)[C@@H](CO)O[C@H]12	x	x	-13.8%[57.1 µM]	x	x	-8.2%[58.9 µM]	x	-1.8%[57.1 µM]	0.6%
COc1ccc(C)cc1NC(=O)NCc1ccccc1F	-0.5	-4.8%	22.0%	-3.6%	-14.6%	91.5%[activator]	-0.9%	-12.1%	6.3%
Cc1ccc(CNC(=O)c2ccc(-c3nc(CN4CCc5ccccc54)c(C)o3)cc2)cc1	x	-18.3%[60.1 µM]	u	-4.4%	2.8%	19.7%	i	-14.9%	x
Cc1ccc(NC(=O)Cn2cc(C(=O)c3ccco3)c3ccccc32)c(C)c1	-8.6	0.5%[60.1 µM]	u	-21.3%	-19.4%	u	3.0%	u	x
O=C(NCc1ccc(Cl)cc1)C1=Cc2cc(Cl)ccc2OC1	-14.4	3.2%	-1.0%	-10.5%	-2.3%	3.9%	-0.8%	-9.2%	-4.5%
Cc1[nH]cnc1CSCc1ccc(F)cc1	x	-15.6%	-0.8%	-10.4%	-17.5%	-2.0%	-2.3%	-2.8%	1.4%
CCOC(=O)Cc1nc(-c2ccc(Cl)cc2)n[nH]1	-3.4	3.8%	-8.9%	0.2%	-3.3%	0.5%	i	-16.5%	u
O=C(CSc1nnc(NC2CCCCC2)s1)NCc1ccco1	-14.5	2.2%	-2.3%	-1.2%	-14.8%	83.8%[activator]	i	-16.5%	-1.8%
CCOC1OC(=O)C(Cl)=C1Nc1ccccc1C (stereo not drawn)	4.7	-7.0%	9.4%	-0.6%	-0.1%	10.0%	-2.3%	-3.9%	10.5%

Continued; it opens with the five that closed the last part.
SMILES	RXFP1 antag	Pol kappa inh	Pol beta inh	BLM helicase inh	Anesthetic bind	POLI inh	PGK inhibitor	Pol eta inh	APEX1 inh
O=C(NCc1ccc(Cl)cc1)C1=Cc2cc(Cl)ccc2OC1	-14.4	3.2%	-1.0%	-10.5%	-2.3%	3.9%	-0.8%	-9.2%	-4.5%
Cc1[nH]cnc1CSCc1ccc(F)cc1	x	-15.6%	-0.8%	-10.4%	-17.5%	-2.0%	-2.3%	-2.8%	1.4%
CCOC(=O)Cc1nc(-c2ccc(Cl)cc2)n[nH]1	-3.4	3.8%	-8.9%	0.2%	-3.3%	0.5%	i	-16.5%	u
O=C(CSc1nnc(NC2CCCCC2)s1)NCc1ccco1	-14.5	2.2%	-2.3%	-1.2%	-14.8%	83.8%[activator]	i	-16.5%	-1.8%
CCOC1OC(=O)C(Cl)=C1Nc1ccccc1C (stereo not drawn)	4.7	-7.0%	9.4%	-0.6%	-0.1%	10.0%	-2.3%	-3.9%	10.5%
N#CCn1cc(/C=N/NC(=O)c2cc3c(ccc4ccccc43)o2)c2ccccc21	20.6	-7.8%	0.3%	-8.2%	101.7%[activator]	-23.1%	-5.6%	7.0%	15.4%
Cc1ccc(S(=O)(=O)Nc2cc3c(cc2NCc2ccccc2)n(C)c(=O)n3C)c(C)c1	-6.5	-1.6%	-29.2%	-6.4%	1.3%	9.6%	i	-17.9%	x
Cc1nc2ccc(NC(=O)c3oc4ccc(F)cc4c3C)cc2s1	4.0	-17.6%	x	x	x	-0.9%	9.8%	-6.0%	18.0%
Cc1cc(C)cc(N(CC(=O)Nc2ccccc2)C2=NC3CS(=O)(=O)CC3S2)c1 (stereo not drawn)	-9.8	-11.2%	-0.1%	-0.9%	-11.9%	2.3%	4.2%	-6.9%	u
CCN=C1NN=C(c2ccc(C)cc2)CS1	-10.5	-7.9%	15.3%	-0.7%	u	-8.7%	x	-7.8%	-2.6%
CCCN1C2=NS(=O)(=O)CCN2c2ccccc21	-9.6	3.5%	-4.1%	-6.5%	-9.5%	8.5%	-2.2%	-13.7%	-5.4%
CSc1ncccc1C(=O)OCc1ccccc1Cl	-8.6	-12.1%	1.5%	-6.5%	u	u	-4.0%	-5.3%	-2.4%
O=C(O)c1ccc(/C=N/Nc2nc(N3CCCCC3)nc(N3CCCCC3)n2)cc1	-1.7	-15.5%	1.1%	-0.6%	-2.0%	4.2%	9.4%	-8.5%	-0.4%
O=[N+]([O-])c1cccc(-c2nc(NCc3ccccc3)c3ccccc3n2)c1	x	2.9%	u	-9.5%	4.6%	-8.1%	-4.6%	-15.9%	2.3%
COc1ccc(NC(=S)Nc2ccc(OC)cc2OC)c(OC)c1	3.9	-2.9%	-2.3%	3.0%	-3.4%	1.3%	5.7%	-7.9%	17.5%
COc1ccccc1C(=O)Nc1ccccn1	3.9	-4.2%	17.4%	4.6%	-7.1%	-8.6%	-6.6%	-12.4%	1.7%
COCC(C)NC(=O)c1ccc(-n2nc(C(F)(F)F)cc2-c2cccs2)cc1 (stereo not drawn)	-5.0	-25.6%	-9.2%	-4.4%	-17.8%	21.0%	-4.5%	-16.3%	0.3%
Cc1onc(-c2ccccc2)c1C(=O)N/N=C/c1ccc([N+](=O)[O-])s1	2.7	-8.1%	-9.4%	4.2%	-2.1%	4.0%	-5.1%	-20.7%	-12.9%
CCCCn1c(=O)[nH]c(=O)c2c1nc(-c1ccc(-c3ccccc3Br)o1)n2CCOC	-10.4	-1.5%	18.8%	-3.9%	u	10.4%	6.5%	-15.6%	12.7%
COc1ccc2nc(SCC(=O)Nc3ccc4sc(C)nc4c3)c(C#N)cc2c1	-9.0	6.1%	2.8%	-10.9%	-5.9%	8.5%	-6.6%	-11.7%	-1.8%
CN1CCN(/N=C/c2ccc(-c3ccc([N+](=O)[O-])cc3)o2)CC1	-12.5	4.5%	30.2%	-1.4%	u	9.4%	-2.9%	-16.8%	-0.6%
CCn1cc(CN2CCCC(CO)(Cc3ccc(F)cc3)C2)c2ccccc21 (stereo not drawn)	-3.0	-8.5%	13.5%	-3.4%	-16.8%	1.4%	i	-14.8%	26.1%
Cc1ccc(S(=O)(=O)Nc2c(C)n(C)n(-c3ccccc3)c2=O)cc1C(=O)NCc1ccccn1	8.5	-1.6%	10.9%	-0.4%	-14.3%	26.2%	-9.2%	-10.0%	-1.0%
